MEKK2 WT-MEK5: raises or lowers MEK5 binding to wildtype human MEKK2 PB1 domain. binding response (% of control), % at 10 µM. Q9Y2U5. hit rate 1.1% among 290,000. bead flow cytometry, Alexa488-MEK5 binding to MEKK2 WT; actives lie on both sides; in the data active = binding response below about 67% or above about 130%
GPR7 antagonist: human neuropeptides B/W receptor 1 antagonism; GPR7-expressing cells, fluorescence antagonist assay; P48145; hit rate 1.1% among 290,000; inhibition, % at 4.4 µM; in the data active = inhibition above about 16%, passing the limit was not always enough;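 note: cells stimulated with the agonist NPW; 0% = agonist with vehicle and 100% = vehicle without agonist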
MEKK2mut PB1 HTS: signal of MEK5 binding to mutant human MEKK2 PB1 domain. bead flow cytometry, Alexa488-MEK5 binding to MEKK2 mutant. percent response, % at 10 µM. hit rate 0.35% among 290,000. AID 1530; in the data active = percent response above about 24%, passing the limit was not always enough; note: inactives centre near 1; some results filed as inactive read as strong as hits; reference of the scale not given here
OXTR ag: agonists of human oxytocin receptor; P30559; CHO-OTR cells, Fluo-8 calcium fluorescence; normalized: DMSO 0%, oxytocin 100%; activation, % at 3 µM; hit rate 0.32% among 320,000; AID 2435;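 active = activation above the mean of all tested compounds plus 3 SD, cutoff set per screening run, cut at about 20% in these data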;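 note: peak over basal fluorescence ratio from a 100 s FLIPR kinetic read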
NALP1 inh: blocks the NALP1 inflammasome reconstituted in yeast; AID 2071; inhibition, % at 10 µM; hit rate 0.61% among 280,000; S. cerevisiae NALP1/ASC/caspase-1 growth, X-gal OD620, 72 h; in the data active = inhibition mostly above about 24%, no sharp cut-off; inactive = mostly below about 32%; note: some compounds called inactive have numbers as strong as hits
PHOSPHO1 block: inhibitors of human PHOSPHO1 phosphatase. recombinant PHOSPHO1, absorbance phosphatase assay. hit rate 1.1% among 290,000. Q8TCT1. AID 1565. inhibition, % at 13.3 µM; in the data active = inhibition above about 60%
MEKK3 PB1 HTS: MEKK3-MEK5 PB1 interaction, increase or decrease; Q99759; bead-based flow cytometry, Alexa488-MEK5 binding to MEKK3; actives lie on both sides; 0 = blocked by unlabeled MEK5, 100 = vehicle; hit rate 1.4% among 290,000; binding response (% of control), % at 10 µM;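 active = binding response more than 3 SD above or below the average of its plate-row segment, actives on both sides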;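 note: Alexa488 bead fluorescence after subtracting the streptavidin-only scavenger bead signal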
Target sequence (Q99759 whole entry, looked up): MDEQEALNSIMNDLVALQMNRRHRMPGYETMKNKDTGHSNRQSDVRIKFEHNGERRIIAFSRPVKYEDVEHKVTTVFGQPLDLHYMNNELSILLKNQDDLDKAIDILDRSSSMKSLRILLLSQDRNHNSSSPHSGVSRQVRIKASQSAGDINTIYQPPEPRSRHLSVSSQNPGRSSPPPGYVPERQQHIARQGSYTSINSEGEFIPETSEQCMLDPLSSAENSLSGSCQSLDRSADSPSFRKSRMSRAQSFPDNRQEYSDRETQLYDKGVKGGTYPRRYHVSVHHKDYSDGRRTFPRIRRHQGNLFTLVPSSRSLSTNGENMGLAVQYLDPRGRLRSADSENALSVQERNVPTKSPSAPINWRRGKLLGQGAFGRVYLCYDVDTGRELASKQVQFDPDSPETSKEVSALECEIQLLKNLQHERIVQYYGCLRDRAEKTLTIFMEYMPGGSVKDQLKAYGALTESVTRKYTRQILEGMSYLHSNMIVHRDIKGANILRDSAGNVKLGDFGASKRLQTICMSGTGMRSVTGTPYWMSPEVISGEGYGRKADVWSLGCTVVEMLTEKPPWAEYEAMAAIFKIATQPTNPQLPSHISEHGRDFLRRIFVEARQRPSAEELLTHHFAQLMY
V1aR counter: counter-screen for oxytocin receptor agonists: human V1a receptor agonists | P37288 | CHO-V1R cells, Fluo-8 calcium fluorescence, agonist mode; 0% DMSO, 100% 3 nM vasopressin | activation, % at 3 µM | hit rate 0.25% among 320,000;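 active = activation above the mean activation of all tested compounds plus 3 SD, per screening run, cut at about 20% in these data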;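 note: signal is peak over basal fluorescence ratio across a 100 second FLIPR read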
Target sequence (P37288 whole entry, looked up): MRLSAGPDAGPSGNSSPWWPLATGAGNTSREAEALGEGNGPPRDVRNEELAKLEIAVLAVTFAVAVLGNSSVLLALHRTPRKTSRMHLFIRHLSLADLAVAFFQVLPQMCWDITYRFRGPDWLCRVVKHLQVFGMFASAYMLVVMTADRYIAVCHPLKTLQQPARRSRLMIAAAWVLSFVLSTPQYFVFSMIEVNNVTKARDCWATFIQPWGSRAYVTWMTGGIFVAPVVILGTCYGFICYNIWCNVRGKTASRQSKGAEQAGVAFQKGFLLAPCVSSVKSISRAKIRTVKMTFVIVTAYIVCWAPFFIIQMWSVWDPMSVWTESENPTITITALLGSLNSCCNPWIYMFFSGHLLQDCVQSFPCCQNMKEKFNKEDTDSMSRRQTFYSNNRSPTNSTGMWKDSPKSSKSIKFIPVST
GalR3 antagonist: blocks the human galanin receptor 3; O60755; hit rate 0.44% among 360,000; HEK293 GalR3-CNG cAMP membrane potential fluorescence; galR3 body fused to GalR1 C-terminus; inhibition, % at 3 µM;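 active = inhibition above the screen-wide average plus 3 SD, cut at about 13% in these data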;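 note: forskolin and galanin both at EC90 stimulate the cells; cAMP rise reported by CNG channel membrane potential dye signal; 0% = forskolin plus galanin with DMSO and 100% = forskolin alone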
Active calls of the source: *; x = not tested or not shown. Random draw from the library; overall some 5.4% were active at least once.

Results follow in this order: MEKK2 WT-MEK5, GPR7 antagonist, MEKK2mut PB1 HTS, OXTR ag, NALP1 inh, PHOSPHO1 block, MEKK3 PB1 HTS, V1aR counter, GalR3 antagonist
Nc1nnc(N2CCCCC2)s1
    106, -3, 4, 0.9, 0, -3, 104, 0.1, -6
CC(Nc1nc(-c2ccccc2)nc2ccccc12)c1ccccc1 (configuration not stated)
    108, -26, -6, -1.1, 12, 24, 74, 3.5, 0
COc1ccc(C(=O)NC2c3ccccc3-c3ccccc32)cc1
    93, 2, 6, -0.9, 33, -1, 99, 0.0, -8
CCn1nnc2cc(C(=O)NCCc3ccccc3F)ccc21
    108, 6, 18, 0.6, 4, 15, 106, 1.2, -9
Cc1cc(NC(=O)CSc2nnnn2C)n(-c2ccccc2)n1
    96, -2, -6, 0.0, 3, -12, 95, 0.2, 1
CC1(C)NC(=O)N(CC(O)COc2ccccc2-c2ccccc2)C1=O (configuration not stated)
    109, 3, 6, -0.1, -7, 10, 104, 0.3, -7
CCOC(=O)C(NC(=O)Nc1ccc(F)cc1)(OCC)C(F)(F)F (configuration not stated)
    109, -3, 10, -0.9, 25, -12, 104, -1.0, 0
COc1ccc(C2C(C(C)=O)=C(O)C(=O)N2CCCn2ccnc2)cc1 (configuration not stated)
    96, 3, -5, 0.8, 24, 53, 91, 1.2, -1
Cn1cccc1CNC(=S)Nc1cc(F)cc(F)c1
    93, -4, -9, -0.1, -5, 5, 97, 1.3, 12
Nc1ccc(Sc2ccc([N+](=O)[O-])cc2)cc1
    109, 3, 5, -1.3, -7, -23, 106, -0.7, -2
Cc1nn(-c2ccc([N+](=O)[O-])cc2)c(N)c1-c1ccccc1
    107, 15, -1, -1.7, -5, 36, 117, -1.5, 6
CC(=O)N1c2ccc(S(=O)(=O)N3CCC(C(=O)NC4CCCCC4)CC3)cc2CC1C (configuration not stated)
    98, 5, 0, 0.2, 4, 41, 101, 1.4, -8
COC(=O)c1ccc(/C=N/NC(=O)CNc2cccc(C)c2)cc1
    94, 3, -5, -0.1, 20, -13, 99, -0.6, -1
O=C(c1cccs1)N1CCC(c2nc3c(nnn3Cc3ccccc3)c(=O)[nH]2)CC1
    107, -4, 6, 0.1, 6, 10, 105, 0.9, -5
C=CCNC(=S)N(CC)c1cccc2ccccc12
    97, -8, -3, -1.8, 7, -14, 100, 6.3, -3
COc1ccc(C(=O)NCCNc2ccc([N+](=O)[O-])cc2)cc1OC
    109, -5, 3, -1.4, 7, 44, 111, 0.1, -1
CCCc1cc(=O)[nH]c(SCC(=O)Nc2ccc3c(c2)CCC3)n1
    103, 2, 3, 3.1, -7, -6, 108, 1.1, -5
Cc1ccc(Oc2coc3cc(O)ccc3c2=O)cc1
    103, -1, 9, 2.1, -2, 42, 104, 3.7, -8
CC1(c2ccc3ccccc3c2)NC(=O)N(CC(=O)Nc2cccc(S(=O)(=O)N3CCOCC3)c2)C1=O (configuration not stated)
    97, 2, -1, 1.0, 21, 0, 98, 1.6, -2
COC(=O)Nc1c(-c2ccccc2)nc2ccccn12
    102, -4, 3, -0.1, -2, -45, 100, 0.4, -7
COc1cc(CC(NC(C)=O)C(=O)NC2CCN(C(=O)C3CC3)CC2)cc(OC)c1 (configuration not stated)
    97, -1, -2, 0.6, 2, 15, 99, 0.8, -3
O=C1Nc2ccc(Br)cc2C1=Nc1cccnc1
    91, 5, -11, 2.8, x, 15, 92, 1.0, 2
O=C(COC(=O)c1cc(-c2ccc(Cl)s2)nc2ccccc12)NCc1ccco1
    87, 8, -6, 0.2, 1, -11, 102, 0.2, 5
COc1ccc(C(=O)NNC(=S)NC2CCCCC2)cc1OC
    101, -2, 5, 1.2, 19, 9, 103, 0.2, -3
Cc1cccc(NC(=O)Cn2c(=O)oc3cc(S(=O)(=O)N4CCCC4)ccc32)n1
    107, -3, 4, 1.3, 8, 36, 100, 0.8, -1
O=C(NCc1c(O)ccc2ccccc12)c1ccccc1
    98, -6, 5, x, 7, -19, 99, x, -1
Cc1cccc[n+]1C1C(c2ccccc2)C(C#N)=C(C(=C=[N-])C#N)NC1(O)C1CC1 (configuration not stated)
    x, 0, x, 1.3, -1, 28, x, 2.2, x
O=C(NCC1CCCO1)c1onc(CSc2ccc(Cl)cc2)c1C(=O)O (configuration not stated)
    106, -5, 6, -0.2, -9, 46, 106, -0.5, -3
COc1ccc(CCC(=O)OCC(=O)Nc2ccc(OC)c(OC)c2)cc1OC
    98, -17, 0, 0.7, 11, 30, 102, 1.0, -8
c1ccc2c(c1)CCCN2c1nc(N2CCOCC2)nc(N2CCOCC2)n1
    100, -11, -1, -2.9, 0, 25, 98, -1.6, -5
CCN(CC)S(=O)(=O)c1ccc(N2CCCC2)c(NC(=O)CC(C)(C)C)c1
    92, 4, 0, -0.3, 19, 12, 98, -1.5, -7
CC(C)Cc1nnc(NC(=O)CCC(=O)Nc2ccc3cn[nH]c3c2)s1
    101, -2, 3, -1.3, -10, 28, 102, -0.9, 4
O=C(O)[C@H](Cc1ccccc1)NC(=O)N1CCCCCC1
    104, -8, 3, 4.8, -12, 52, 105, 0.9, -8
COc1cccc(NC(=O)c2ccccc2N2C(=O)C3C4C=CC(C5CC45)C3C2=O)c1 (configuration not stated)
    82, 6, -19, -0.4, 31, 24, 87, 4.8, 0
Clc1ccc(-n2nnnc2-c2ccccc2)cc1
    96, -2, 7, -1.1, -6, 4, 99, -0.9, -6
CC(C)C(=O)Nc1ccc(Br)cc1Cl
    92, -12, 1, -2.6, 34, 30, 96, -1.6, -4
CSc1ncccc1C(=O)OCC(=O)c1ccccc1
    95, -13, -8, -1.1, -4, 39, 97, -0.6, 1
CS(=O)(=O)N(Cc1ccccc1)c1ccc(C(=O)NCCSCc2ccco2)cc1
    95, 7, 3, -0.7, -38, 2, 113, 0.5, -5
COc1ccccc1C(=O)N/N=C/c1ccc(Cl)s1
    103, 0, -2, -1.0, 13, 5, 105, 0.0, 1
COc1ccc(NC(=O)CN(C)CC(=O)Nc2ccc3c(c2)CCC3)cc1
    96, -9, -6, -1.6, -7, 48, 97, 1.5, 0
CC(C(=O)NCc1ccccc1)N1C(=O)CN(C)C(=O)c2ccccc21 (configuration not stated)
    113, -11, 11, 1.1, 27, -39, 108, 0.6, -1
Cc1ccccc1NC(=O)c1c(Cl)nc(C)c(Cl)c1C
    104, -9, -1, -2.7, 10, -27, 104, -0.8, 3
CN1CCC(OC(=O)COc2ccc(F)cc2)CC1
    104, -1, 4, 1.3, 9, -14, 102, 1.0, -10
Cc1nnc(SCC(=O)Nc2ccccc2F)n(N)c1=O
    96, -1, 1, 0.0, 16, 18, 93, -0.2, 2
CNC(=S)Nc1ccc([N+](=O)[O-])c(C)c1
    97, -6, 1, 8.5, -8, 13, 98, 7.7, -6

Overlap with the part before: two entries; new compounds follow.
molecule	MEKK2 WT-MEK5	GPR7 antagonist	MEKK2mut PB1 HTS	OXTR ag	NALP1 inh	PHOSPHO1 block	MEKK3 PB1 HTS	V1aR counter	GalR3 antagonist
Cc1nnc(SCC(=O)Nc2ccccc2F)n(N)c1=O	96	-1	1	0.0	16	18	93	-0.2	2
CNC(=S)Nc1ccc([N+](=O)[O-])c(C)c1	97	-6	1	8.5	-8	13	98	7.7	-6
CCC(=O)N1c2ccc(S(=O)(=O)N3CCN(CC)CC3)cc2CC1C (configuration not stated)	96	-2	-4	-0.3	-1	-14	95	-0.5	2
Cc1cc(C(=O)Nc2cccc3cccnc23)ccc1[N+](=O)[O-]	96	6	-6	-1.7	9	23	91	-0.9	-2
OC(COc1c(Cl)cc(Cl)cc1Cl)CN1CCCCC1 (configuration not stated)	102	-10	1	0.9	7	-28	100	0.8	-3
COc1ccc(C(=O)[C@H]2[C@H]3C(=O)N(c4ccc(OC(C)=O)cc4)C(=O)[C@H]3C3C=CC=NN32)cc1 (some centres not stated)	95	-13	-14	1.1	x	-111	92	0.8	0
O=C(OCc1nnc(-c2ccccc2)o1)C1CC(=O)N(c2ccccc2)C1 (configuration not stated)	103	-9	0	0.5	16	21	99	1.3	-2
CN(c1ccccc1C(=O)Nc1cccc(C(F)(F)F)c1)S(C)(=O)=O	103	-16	5	1.6	22	-7	104	3.1	-1
CC(=O)c1ccccc1OC(=O)c1c(F)cccc1F	99	-8	-3	-0.8	x	32	97	-0.3	7
CC(NCc1ccc2c(c1)OCO2)C(=O)N1CCc2ccccc21 (configuration not stated)	107	-7	2	-0.4	24	-24	114	1.2	-9
CCOC(=O)N1CCN(C(=O)CSc2nnc(CNC(=O)c3c(F)cccc3Cl)o2)CC1	97	-12	3	-0.1	-19	6	97	-0.6	0
Cc1csc(NC(=O)CSc2nnnn2C)n1	104	-10	0	0.8	-84	4	107	0.5	-3

Look-ups from the list.
MEKK3 PB1 HTS result of `CCC(=O)N1c2ccc(S(=O)(=O)N3CCN(CC)CC3)cc2CC1C` (configuration not stated) → 95
GPR7 antagonist result of `CC(=O)c1ccccc1OC(=O)c1c(F)cccc1F` → -8

Further records follow:
molecule	MEKK2 WT-MEK5	GPR7 antagonist	MEKK2mut PB1 HTS	OXTR ag	NALP1 inh	PHOSPHO1 block	MEKK3 PB1 HTS	V1aR counter	GalR3 antagonist
COc1ccc(/C=C/C2=Nc3ccccc3NC(C)(C)C2)cc1OC	99	-8	-3	1.4	x	56	99	0.1	-6
O=C(CSc1nnc(NC(=O)C2CC2)s1)Nc1ccccc1C(F)(F)F	98	-7	0	0.4	20	20	101	0.3	-6
CCOP(=O)(OCC)C(Nc1ccccc1)c1ccco1 (configuration not stated)	98	-3	2	-0.6	-6	2	100	-0.3	1
O=C(CC(c1ccco1)S(=O)(=O)c1ccccc1)c1ccc(F)cc1 (configuration not stated)	95	-2	-2	-1.4	13	9	93	-0.7	-6
Oc1cccc(Oc2ncc(C(F)(F)F)cc2Cl)c1	99	-6	0	-2.9	-17	3	99	-0.7	13*
COCCCC1CCN(C(=O)C2CCC(=O)N(CCc3cccc(F)c3)C2)CC1 (configuration not stated)	103	-24	6	-0.6	24	32	97	-0.2	-3
CC(C)c1ccc(-c2c(C#N)c(N)nc3c2CCCCC3)cc1	101	-9	0	-2.5	49	31	102	0.1	-2
Cc1cc(C(F)(F)F)nn2cnnc12	94	-6	0	0.9	-2	20	100	-0.1	-7

Pulled by compound from the list above:
molecule	MEKK2 WT-MEK5	GPR7 antagonist	MEKK2mut PB1 HTS	OXTR ag	NALP1 inh	PHOSPHO1 block	MEKK3 PB1 HTS	V1aR counter	GalR3 antagonist
O=C(CC(c1ccco1)S(=O)(=O)c1ccccc1)c1ccc(F)cc1 (configuration not stated)	95	-2	-2	-1.4	13	9	93	-0.7	-6
Cc1cc(C(F)(F)F)nn2cnnc12	94	-6	0	0.9	-2	20	100	-0.1	-7
COc1ccc(/C=C/C2=Nc3ccccc3NC(C)(C)C2)cc1OC	99	-8	-3	1.4	x	56	99	0.1	-6
Oc1cccc(Oc2ncc(C(F)(F)F)cc2Cl)c1	99	-6	0	-2.9	-17	3	99	-0.7	13*
CC(C)c1ccc(-c2c(C#N)c(N)nc3c2CCCCC3)cc1	101	-9	0	-2.5	49	31	102	0.1	-2

Compound activity as filed in PubChem BioAssay.
